# Screening results (PubChem BioAssay)
# SDO1 yeast rescue = compounds rescuing growth of sdo1-depleted yeast, bone marrow failure model | hit rate 0.21% among 140,000 | S. cerevisiae sdo1-depleted JHY4D growth rescue, OD600 30 h; stronger effect = higher value; pdr5 snq2 efflux-pump mutant strain | z-score at 10 µM;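 active = z-score above 3 at both the 24 hr and the 30 hr optical density reads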;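 also: z-score against mean and SD of all compound wells on the same plate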
# Insulin prom inh = TRM-6 insulin promoter activity inhibition; hit rate 0.9% among 130,000; AID 1273; inhibition, % at 2 µM; TRM-6 cells (human fetal islet line), insulin promoter-eGFP reporter, imaging; reporter expression induced with tamoxifen;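 active = inhibition above the mean plus 3 SD, with well images judged a real hit on visual review, cut at about 60% in these data, passing the limit was not always enough; inconclusive = inhibition over the cutoff but images rejected on review; inactive = inhibition not above the cutoff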
# SDO1 yeast rescue Rescue 24 h = further read-out of SDO1 yeast rescue, marked with its call; z-score; S. cerevisiae sdo1-depleted JHY4D growth rescue, OD600; measured here: growth rescue at 24 h;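 0 is the plate mean of compound wells and units are plate SD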
# The depositor's hits bear a star; ? = inconclusive; / = not tested or not shown.
# Results follow in this order: SDO1 yeast rescue	SDO1 yeast rescue Rescue 24 h	Insulin prom inh
- CCCC/C(O)=C/c1nc2ccccc2[nH]c1=O
  0.49	0.29	-7
- CCN(CC(N)=O)S(=O)(=O)c1ccc(Br)cc1
  0.95	-0.14	-52
- COc1ccc(OC)c2sc(NNC(=O)C3COc4ccccc4O3)nc12 (stereo not given)
  /	/	2
- O=C(NCc1ccccc1)c1cc(S(=O)(=O)N2CCOCC2)ccc1F
  0.95	0.82	-84
- CCCNC(=O)Cn1nc(C(F)(F)F)c2c1CCCC2
  1.1	0.94	-23
- CC1CCCC(C)N1S(=O)(=O)c1ccc(NC(=O)CNCC2CCCO2)cc1 (stereo not given)
  -0.56	-1.1	36
- O=C1c2cccc3cccc(c23)C(=O)N1c1ccncc1
  -0.31	-1.5	58
- Cc1ccc(S(=O)(=O)c2ccc(Cl)cc2)cc1S(=O)(=O)N1CCOCC1
  -1.5	-1.2	/
- CN(C)c1ccc(N/C(=N\S(=O)(=O)c2cccs2)c2ccccc2)cc1
  -0.32	-0.81	/
- Cc1ncoc1C(=O)Nc1ccccc1-c1ccccc1
  -0.17	-0.53	21
- O=C(Nc1ccc2c(c1)OCO2)c1cccc2c1C(=O)N(Cc1cccnc1)C2
  -1.1	-0.82	15
- O=C(Nc1ccccc1)c1ccncc1
  0.58	0.49	6
- CCOc1cc(/C=N/Nc2ncnc(Cl)c2N)ccc1O
  0.72	0.4	17
- NC(=O)CSc1nc2ccccc2n1Cc1ccccc1F
  -0.22	-0.32	-212
- CCN1/C(=C\c2ccc3cc(C)ccc3[n+]2CC)Sc2cc(C)c(C)cc21
  /	/	-413
- COc1cc(OC)c(CN2CCN(c3ccc(F)cc3)CC2)cc1Br
  -0.09	-0.52	56
- CCOC(=O)/C(=C/c1c(C)n(C)c2ccc([N+](=O)[O-])cc12)C(C)=O
  -0.85	-1.1	-15
- O=C(COc1ccc2ccccc2c1)N1CCCC1
  0.32	0.1	-51
- NS(=O)(=O)c1cccc(NC(=O)Cc2ccc(Cl)c(Cl)c2)c1
  /	/	27
- Cc1ccc(C(=O)Oc2cc(-c3ccccc3)no2)cc1
  -0.67	-1.4	23
- NC(=O)c1c(N)sc(=S)n1-c1ccccc1
  1.7	1.1	14
- O=C(Nc1ccc2c(c1)OCO2)C1CCCN(S(=O)(=O)Cc2ccccc2)C1 (stereo not given)
  2.4	4.5	-17
- COc1ccc(OCC(=O)Nc2ccc(NC(=O)c3ccco3)cc2)cc1
  -0.9	-0.9	39
- O=C(c1cccc(F)c1)N1CCC(N2CCCCCC2)CC1
  2.5	2.1	-44
- CCCC/C(O)=C1\C(=O)CC(C)(C)CC1=NCCCCCC(=O)O
  /	/	-22
- CCOc1ccccc1N1CN(CC)CNC1=S
  0.99	0.75	19
- CCOC(=O)C1=C(C)OC(N)=C(C#N)C1c1ccc(C)o1 (stereo not given)
  0.28	-0.48	-52
- Cc1cc2ccccc2n1CCNC(=O)C1CCCC1
  -0.76	-0.71	-18
- CC(C)Oc1ccc(N2C(=O)c3ccccc3C2=O)cc1
  0.51	0.06	19
- Cc1ccc(C)c(SCc2noc(C(=O)NC(C)C)c2C(=O)O)c1
  0.11	0.27	8

# In the list so far, these have bromine.
# Results follow in this order: SDO1 yeast rescue	SDO1 yeast rescue Rescue 24 h	Insulin prom inh
- CCN(CC(N)=O)S(=O)(=O)c1ccc(Br)cc1
  0.95	-0.14	-52
- COc1cc(OC)c(CN2CCN(c3ccc(F)cc3)CC2)cc1Br
  -0.09	-0.52	56

# (list continues)
# Results follow in this order: SDO1 yeast rescue	SDO1 yeast rescue Rescue 24 h	Insulin prom inh
- N#Cc1c(-c2ccccc2)[nH]c(=S)[nH]c1=O
  0.08	-0.54	62
- O=C1C2C3c4ccccc4C(c4ccccc43)C2C(=O)N1/N=C/c1cccc(O)c1 (stereo not given)
  0.24	0.39	-49
- COC(=O)c1c(NC(=O)Cn2cc([N+](=O)[O-])cn2)sc2c1CCC2
  0.39	0.76	-32
- O=C(CSc1nncs1)Nc1ccc(S(=O)(=O)N2CCCC2)cc1
  /	/	-36
- O=C(NC(NCc1cccnc1)C(Cl)(Cl)Cl)c1cccc2ccccc12 (stereo not given)
  -0.96	-0.79	-71
- Cc1nc2ccccc2n1CCC(=O)Nc1cccc(F)c1
  1	1.1	45
- C/C(=N\OCc1ccccc1)c1c(O)cc(C(C)C)n(-c2ccccc2)c1=O
  -0.45	-0.96	/
- CCSc1nnc(NC(=O)CSc2nnc(-c3c[nH]c4ccccc34)n2C)s1
  0.24	-0.34	/
- C=C(C)CSCc1nc2ccccc2[nH]1
  -0.39	-1.5	?
- CCOC(=O)CC1C(=O)NCCN1S(=O)(=O)c1ccccc1Cl (stereo not given)
  2	2.2	20
- N#C/C(=C/c1ccc(Sc2nc3ccccc3[nH]2)o1)c1cccc(F)c1
  -1.3	-0.26	72*
- Cc1nc2c3ccccc3nc(NNC(=O)CCC(=O)NC3CCCC3)n2n1
  /	/	-36
- N#Cc1cc2cc3c(cc2nc1N1CCOCC1)OCO3
  0.46	0.63	-53
- Cc1ccc2c(Cl)cc(Cl)c(OCC(=O)Nc3cccc(S(N)(=O)=O)c3)c2n1
  -0.45	-0.14	-15
- CC(=O)N1CCC(C(=O)Nc2ccccc2)(N(Cc2ccccc2)C(=O)c2cccnc2)CC1
  -1	-1.3	-18
- CCOCCCNc1nc(C)nc2c1nnn2Cc1c(F)cccc1Cl
  /	/	47
- N#C/C(=C\c1cccs1)C(=O)NCC1CCCO1 (stereo not given)
  0.7	0.62	0
- COc1ccc(Cn2c(N)c(S(=O)(=O)c3cccs3)c3nc4ccccc4nc32)cc1
  -0.71	-0.11	-14
- O=C(OCn1nnc2ccccc2c1=O)c1ccc2ncsc2c1
  -1.1	-1.1	/
- CCOc1ccccc1-n1c(SCC(=O)NC2CCCC2)nnc1-c1ccoc1C
  -0.87	-0.67	9
- Cc1cc(N)c(C)c([N+](=O)[O-])c1C
  0.25	0.07	19
- N#CC(C(=O)c1ccc(S(=O)(=O)N2CCCCCC2)cc1)c1nc2ccccc2[nH]1 (stereo not given)
  -2.1	-0.62	/
- CS(=O)(=O)N(CCc1ccccc1)CC(=O)NCc1ccccn1
  0.17	-0.61	23
- Cn1nc(-c2ccc(N3CCOCC3)c(NC(=O)c3ccccc3)c2)c2ccccc2c1=O
  /	/	0
- CCOC(=O)N1CCN(C(=O)c2ccc(CNS(=O)(=O)c3ccc(C)cc3)cc2)CC1
  0.43	0.29	/
- O=C(c1ccco1)N1CCN(CC(=O)N2CCCc3c2c(=O)oc2ccc(O)cc32)CC1
  -0.21	-0.61	-62
- CC12C(=O)N(c3cccc(OC(=O)c4ccco4)c3)C(=O)C1C1c3ccccc3C2c2ccccc21 (stereo not given)
  -0.39	-0.14	22
- Cc1c(/C=N/NC(=O)c2cc(=O)[nH]c(=O)[nH]2)c2ccccn2c1C(=O)c1ccccc1
  -0.7	-0.48	-5
- COc1ccc(Cc2nnc(SCC(=O)NC3CCCC3)o2)cc1
  0.35	0.53	62
- Cc1nn(-c2nc3ccccc3s2)c(N)c1Sc1ccc(F)cc1
  1.6	2.7	/

# (continued)
# Results follow in this order: SDO1 yeast rescue	SDO1 yeast rescue Rescue 24 h	Insulin prom inh
- COc1cc(-c2ccccc2)nc2ccccc12
  -0.71	-0.43	-95
- C/C(=N/NC(=S)Nc1cccc(C)c1)c1cccc([N+](=O)[O-])c1
  /	/	21
- Nc1[nH]nc2nc(N3CCCC3)nc(-c3ccccc3)c12
  -0.9	-1.3	/
- Cc1cc(C)cc(NC(=O)c2oc3ccccc3c2COc2ccccc2)c1
  0.6	0.54	0
- COc1ccc(NC(=O)c2c(C)cc(=O)oc2C)c(OC)c1
  0.75	0.2	0
- CCOC(=O)CN1C(=O)C(CC)Oc2ccccc21 (stereo not given)
  0.06	-0.26	/
- N#CCSCC(=O)Nc1ccc(F)cc1
  0.85	0.1	-493
- CCN(CC)CCCOc1ccc(C)cc1Br
  0.25	0.02	/
- COc1cc(CO)ccc1Oc1nnnn1-c1ccc(C(N)=O)cc1
  -0.15	-0.38	31
- Cc1cc(NC(=O)c2cnn3cccnc23)nn1CC(=O)Nc1cccnc1
  0.41	0.07	-20
- COc1cc(C(=O)O/N=C2/C=C(C)C(=O)C=C2C)cc(OC)c1OC
  -0.05	-0.54	/
- COc1ccc(CCNC(=O)CSc2nnc(Cc3cccn3C)n2C)cc1OC
  /	/	21
- COc1cc(C2CC(=O)c3cnc(NC(=O)COc4ccccc4)nc3C2)cc(OC)c1OC (stereo not given)
  0.17	0.12	/
- C=CCSc1nc2ccccc2c(=O)n1Cc1ccccc1
  /	/	-33
- Cc1cccc(CN(C(=S)Nc2c(C)cccc2C)c2cccnc2)c1
  /	/	27
- CCOC(=O)CNC(=O)CSc1ncnc2c1cnn2Cc1ccccc1
  0.91	0.8	10
- CN(Cc1ccccc1)S(=O)(=O)c1ccc(S(=O)(=O)N(Cc2ccc(F)cc2)C2CCCC2)cc1
  -0.62	-0.69	23
- CNS(=O)(=O)c1cccc(C(=O)OCC(=O)c2cc3ccccc3o2)c1
  /	/	11
- N#CCCN(Cc1cccnc1)C(=S)NCc1ccco1
  /	/	14
- COc1ccc(NC(=S)N/N=C/c2ccc(F)cc2)cc1OC
  /	/	-27
- O=C(NCc1ccco1)c1cnn2c1NC(c1ccc(Br)cc1)CC2C(F)(F)F (stereo not given)
  -1.5	-1.1	/
- Cc1ccc2c(c1)-c1c(ssc1=S)C(C)(C)N2C(=O)CSc1nncn1C
  -0.39	-0.67	-35
- CCC(=O)NC(NCC1CCCO1)C(Cl)(Cl)Cl (stereo not given)
  1.9	1.3	-4
- CCOc1ccc(C(=O)OCC(=O)Nc2cc(C)on2)cc1OCC
  -1.1	-1.3	31
- Cc1ccc(C)c(SCC(=O)Nc2nnc(-c3ccccc3)o2)c1
  -1.3	-0.58	59
- COc1ccc(OC)c(S(=O)(=O)N2CCN(C)CC2)c1
  -0.45	-1.1	/
- CCC(=O)Nc1sc(Cc2ccccc2)c(C)c1C(N)=O
  /	/	67
- O=C(CCn1c2c(c3ccccc31)CCCC2)NNC(=O)c1ccc(Cl)c([N+](=O)[O-])c1
  -1.5	-1.7	/
- CCN1CCCC1CNC(=O)CSc1cc(=O)n(C)c2cc(Cl)ccc12 (stereo not given)
  1.6	2.5	/
- CO/N=C/NC(=O)c1ccc([N+](=O)[O-])c(CS(=O)(=O)c2ccc(Cl)cc2)c1
  0.43	-0.23	-34

# Structures listed so far printed as active in Insulin prom inh:
# Results follow in this order: SDO1 yeast rescue	SDO1 yeast rescue Rescue 24 h	Insulin prom inh
- N#C/C(=C/c1ccc(Sc2nc3ccccc3[nH]2)o1)c1cccc(F)c1
  -1.3	-0.26	72*

# New compounds follow
# Results follow in this order: SDO1 yeast rescue	SDO1 yeast rescue Rescue 24 h	Insulin prom inh
- C1CCC(OCCN2CCN(CCOC3CCCCC3)CC2)CC1
  -0.28	-0.32	10
- COC(=O)c1c(NC(=O)CC2SC(N)=NC2=O)sc2c1CCC(C)C2 (stereo not given)
  0.06	0.2	/
- O=C(O)c1ccc(NS(=O)(=O)/C=C/c2ccccc2)cc1O
  0.59	0.75	/
- O=C(CCN1C(=O)CSC1=O)Nc1ccc(Br)cc1
  -0.24	-0.69	62
- Cc1ccc(-n2nc(C)c(C(C)(O)C(F)(F)F)c2N)cc1 (stereo not given)
  1.3	0.37	/
- CC1(C)Cc2c(sc3nnn(Cc4ccccc4)c(=O)c23)CO1
  -0.2	-0.65	/
- CCc1ccc(NC(=O)CCn2c(=O)oc3ccccc32)cc1
  0.34	0.26	/
- Cn1c(SCc2nc(-c3ccc(Br)cc3)no2)nnc1-c1ccco1
  -1.1	-0.97	-4
- O=C1c2ccncc2C(=O)N1CO
  -0.23	-0.52	-10
- O=P1(O)C=C(c2ccccc2)NC(c2ccccc2)=C1
  0.89	-0.09	-30
- Cc1ccc(C)c(N2CCN(C(c3ccc(N(C)C)cc3)c3nnnn3C(C)(C)C)CC2)c1 (stereo not given)
  -0.82	-1.1	-167
- CCc1ccc(N=CC2=C(O)CC(c3ccco3)CC2=O)cc1 (stereo not given)
  -0.74	-1.6	-8
- CCOP(=O)(OCC)C(Nc1cccc(C)c1)c1ccc(F)cc1 (stereo not given)
  -0.02	-0.47	-6
- Cc1ccc(-c2noc(CNCCCN(C)C)n2)cc1
  -0.31	-1	-40
- CSc1nc2ccccc2n1CC(=O)Nc1ccccc1
  0.47	-0.03	35
- Cc1nc2nc(SCC(=O)c3cccc([N+](=O)[O-])c3)[nH]c2cc1Br
  -0.44	-0.99	/
- CCC1CCCCN1CCCNC(=O)COc1cc(=O)n(C)c2ccccc12 (stereo not given)
  1.2	-0.25	/
- CC1(C)SC2c3ccccc3C(=O)N2[C@@H]1C(=O)NCc1ccco1 (stereo not given in full)
  -0.26	-0.78	/
- N#CC(C(=O)NCc1ccco1)c1nc2ccccc2nc1N1CCOCC1 (stereo not given)
  -1.6	-1.3	/
- CCC(=O)OCCn1c(=O)c2cc3c(=O)n(CCOC(=O)CC)c(=O)c3cc2c1=O
  2.6	3.4	10

# Among those listed so far, 3 have a CF3 group:
# Results follow in this order: SDO1 yeast rescue	SDO1 yeast rescue Rescue 24 h	Insulin prom inh
- CCCNC(=O)Cn1nc(C(F)(F)F)c2c1CCCC2
  1.1	0.94	-23
- O=C(NCc1ccco1)c1cnn2c1NC(c1ccc(Br)cc1)CC2C(F)(F)F (stereo not given)
  -1.5	-1.1	/
- Cc1ccc(-n2nc(C)c(C(C)(O)C(F)(F)F)c2N)cc1 (stereo not given)
  1.3	0.37	/

# These rows are one share of the data (hit frequency here may not be typical).
